Assay outcomes from PubChem BioAssay.
APJ agonist = agonists of human APJ apelin receptor. actives 0.11% (n = 330,000). AID 2520. CHO-K1 APJ PathHunter beta-arrestin, luminescence; 0% DMSO wells, 100% apelin. activation, % at 20 µM. P35414;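 active = activation more than six SD over the plate average, tested at 20 µM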;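 also: 0% = DMSO alone and 100% = apelin-13 at 10 nM; some results filed as inactive read as strong as hits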
Target sequence (P35414 whole entry, looked up): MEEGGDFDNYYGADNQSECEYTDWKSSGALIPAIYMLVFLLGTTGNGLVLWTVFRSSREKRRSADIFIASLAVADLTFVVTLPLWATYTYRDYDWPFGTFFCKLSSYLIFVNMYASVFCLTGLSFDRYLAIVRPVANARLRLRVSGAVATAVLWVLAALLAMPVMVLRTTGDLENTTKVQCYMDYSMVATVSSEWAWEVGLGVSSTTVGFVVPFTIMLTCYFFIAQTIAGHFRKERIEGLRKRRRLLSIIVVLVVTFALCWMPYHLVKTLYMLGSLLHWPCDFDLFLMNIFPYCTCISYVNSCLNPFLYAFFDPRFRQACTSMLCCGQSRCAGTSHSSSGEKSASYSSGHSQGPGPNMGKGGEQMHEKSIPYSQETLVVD
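assay system = CHO-K1 APJ beta-arrestin complementation cell line | input = cell density 1000 per well | dosing = compound 20 µM once, DMSO 1% | timing = compound 90 min 25 °C, reagent 1 h | measured by = luminescence from split beta-galactosidase complementation, Galacton Star/Emerald II substrate | read-out basis = APJ agonist activity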
UPR XBP1 act = activators of adaptive arm of unfolded protein response (XBP1); CHO-XBP1 luciferase reporter, IRE1-XBP1 UPR activation, luminescence; percent of tunicamycin response, DMSO as zero; activation, % at 20 µM; actives 0.33% (n = 330,000);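 active = versus positive control, 20 µM dose yields 30% or more activation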;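 also: 100% = tunicamycin at 10 µg/mL and 0% = DMSO only wells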
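Test system: CHO-XBP1 luciferase reporter cells | Buffer or medium: Serum-containing F12 medium, 10% FBS | Schedule: 6 h compound exposure at 37 °C, 5% CO2 | Detection: Steady-Glo luciferase glow luminescence, 10 min after reagent addition | Read-out basis: Activation, % of tunicamycin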
tim23-1 inh = tim23-1 yeast growth inhibition; actives 1.3% (n = 330,000); inhibition, % at 20 µM; S. cerevisiae tim23-1 growth, BacTiter-Glo luminescence, 24 h;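 active = growth inhibition of the mutant yeast at or above 50%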;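 also: temperature-sensitive mutant grown at 25 °C; plate controls were DMSO-treated mutant yeast for no effect and medium wells lacking yeast for full effect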
697 NFkB inh = lowers PMA/ionomycin-induced NF-kB signal in 697 B cells; actives 0.33% (n = 330,000); inhibition, % at 4 µM; AID 435022; 697 B-cell NF-kB luciferase reporter, 16 h; in the data active = inhibition above about 35%
Mdm2-MdmX inh = inhibitors of human Mdm2/MdmX interaction; O15151+Q00987; SaOS-2 split-luciferase Mdm2/MdmX complementation, luminescence; inhibition, % at 8 µM; actives 3% (n = 330,000); AID 485346;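 active = inhibition of at least 50% at 8 µM in the primary screen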
APJ antagonist = APJ receptor antagonism | P35414 | CHO-K1 APJ beta-arrestin complementation, luminescence | inhibition, % at 20 µM | actives 0.32% (n = 330,000);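 active = inhibition above about 40% at 20 µM, limit read from the data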;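 also: cells challenged with 10 nM apelin-13 agonist together with compound; plate controls were apelin-13 plus DMSO wells for no effect and DMSO wells lacking apelin-13 for full effect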
Jurkat NFkB inh = lowers PMA/ionomycin-induced NF-kB signal in Jurkat cells. PMA/ionomycin-induced NF-kB luciferase reporter, luminescence. inhibition, % at 4 µM. actives 0.53% (n = 330,000). AID 435003; in the data active = inhibition above about 50%
CHOP UPR activ = activators of apoptotic arm of unfolded protein response (CHOP); CHO-CHOP luciferase reporter, UPR activation, luminescence; percent of tunicamycin response over DMSO baseline; activation, % at 10 µM; actives 0.34% (n = 330,000);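 active = at 10 µM dose, activation of 40% or more, normalized to positive control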;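 also: 100% = tunicamycin at 10 µg/mL and 0% = DMSO alone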
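Test system: CHO CHOP reporter cells. Input: 500 CHO-CHOP cells per well. Medium: F12 with 10% FBS. Technique: luciferase luminescence. Measure: percent activation relative to tunicamycin control. Dosing: 10 µM compound, 0.5% DMSO. Timing: 16-18 h cell attachment, then 6 h compound exposure, 37 °C.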
* = called active by the depositor.

SMILES	APJ agonist	UPR XBP1 act	tim23-1 inh	697 NFkB inh	Mdm2-MdmX inh	APJ antagonist	Jurkat NFkB inh	CHOP UPR activ
CC(OC(=O)CNC(=O)c1sc2ccccc2c1Cl)C(=O)NC1(C#N)CCCCC1 (configuration not stated)	-5	2	29	13	-2	29	1	0.5
C/C(CC(=O)N1CCCC1)=N\NC(=O)c1cc2ccccc2cc1O	3	0	22	-3	41	-51	1	-0.9
Cc1ccccc1C(=O)Nc1cccc(NC(=O)c2cccnc2)c1	1	-4	3	0	27	17	9	1.7
CCCC(C(=O)NC1CCCC1)N(CCN(CC)CC)C(=O)c1snc(C(N)=O)c1N (configuration not stated)	-1	-7	-3	-8	4	10	-27	0.6
CN(c1ccc(C(=O)Nc2ccccc2C(=O)N2CCOCC2)cc1)S(C)(=O)=O	0	0	1	-18	-1	7	3	-1.1
O=C(Nc1nnc(Cc2ccccc2)s1)c1ccco1	2	3	54*	-63	2	-9	-16	3.3
CC(=O)NC(Cc1ccccc1C)C(=O)NC1CCN(C(=O)c2cccc(C)c2)CC1 (configuration not stated)	-3	-5	2	14	14	7	-5	1.5
COc1cc(/C=N\NC(=O)c2c(C)nc3cc(C)ccn23)ccc1O	-1	-4	12	-2	23	-11	4	-0.7
O=C(Nn1cnc2ccccc2c1=O)c1ccc([N+](=O)[O-])cc1Cl	-2	-1	-9	-5	-9	-19	11	0.8
COc1ccc(NC(=O)c2cc(S(=O)(=O)N3CCCCC3)c[nH]2)c(OC)c1	0	-2	-12	-1	16	-69	-6	-1.7
CC(C)C12CN3CC(C(C)C)(CN(C1)C3c1ccc3c(c1)OCO3)C2=O (configuration not stated)	-3	-4	33	24	11	7	-1	-0.2
O=C(C1CCN(S(=O)(=O)N2CCOCC2)CC1)N1CCN(Cc2ccccc2)CC1	-1	-1	11	-3	10	-8	-11	0.7
Cc1ccc(S(=O)(=O)N2CCOCC2)cc1C(=O)OCC(=O)Nc1ccc2c(c1)OCO2	1	-3	-3	14	-6	8	8	1.3
Cc1ccc(NC(=O)CN2C(=O)S/C(=C\c3cccn3-c3cccc(C(=O)O)c3)C2=O)c(C)c1	2	1	2	-15	10	5	-12	-7.4
Cn1cnc([N+](=O)[O-])c1N=C(N)N	-1	1	12	7	15	-11	-5	-0.9
CC(C)NC(=O)C(=O)Nc1cc2c3c(c1)CCC(=O)N3CCC2	3	-6	-6	-30	-10	2	-12	1.4
Cc1ccc(C)c(NC(=O)CN(C)C(=O)c2ccc(Cl)nc2)c1	-1	-2	5	-13	-13	10	5	0.5
CSCC(=O)Nc1cc(C)on1	-6	-2	6	8	26	9	6	-1.1
COc1ccccc1CNC(=O)C1CCN(C(=O)[C@@H]2Cc3ccccc3CN2)CC1	-6	-3	6	6	-1	10	2	1.5
COc1ccc(S(=O)(=O)NCCCc2ccccc2)cc1	-2	-6	49	12	24	7	-2	2.2
N#CCCN(C(=O)COC(=O)c1ccc(S(=O)(=O)Nc2ccccc2)cc1)c1ccccc1	0	-3	8	8	9	-4	17	4.0
O=C(COC(=O)[C@H](Cc1ccccc1)N1C(=O)c2ccccc2C1=O)Nc1ccc2c(c1)OCO2	0	-5	32	9	5	6	7	0.7
Cc1cccc(Oc2cc(N)cc([N+](=O)[O-])c2)c1	-4	-1	19	7	-6	10	-4	0.9
CCOc1ccc(CN(C)CC(=O)Nc2cccc(S(=O)(=O)N(C)c3ccccc3)c2)cc1	-2	-3	29	-12	5	-13	-10	-0.6
CCCCN(C)C(=O)c1cc2cc3ccc(OC)cc3nc2o1	-3	0	18	-77	-37	-2	-81	2.9
CCC(=O)Nc1ccc(-c2cc(-c3ccccc3)nc(-c3ccc(NC(=O)CC)cc3)n2)cc1	-1	82*	-1	-27	84*	-6	2	3.4
CC(=O)Nc1c(C(=O)N2CCOCC2)cnn1-c1ccc(C)c(C)c1	-6	-1	6	6	4	-4	4	2.4
O=C(NCCc1c[nH]c2ccccc12)c1cc(Cl)c2c(c1)OCO2	3	0	23	-82	-110	-12	-69	6.2
CC/C(=N\NC(=O)CNC(=O)/C=C/c1ccc(OC)cc1)c1ccccc1	2	-3	4	3	-4	-19	-7	0.8
NC(=O)c1c(NC(=O)c2cc3ccccc3o2)sc2c1CCC2	-6	12	-17	-173	-11	14	-163	0.0
CCN1C(=O)c2cccc3c(S(=O)(=O)NC(Cc4c[nH]c5ccccc45)C(=O)O)ccc1c23 (configuration not stated)	1	1	-7	11	15	-10	-2	-0.6
CC(C)CN1CCN(Cc2ccc3ncccc3c2)CC1CCO (configuration not stated)	-4	-1	-8	3	7	3	-11	0.1
O=C(c1cccc(OC2CCN(C3CCCC3)CC2)c1)N1CCCCCCC1	-1	-4	12	-8	-10	15	-6	-1.6
COc1ccccc1C(CC(=O)N1CCCC1)c1ccc2c(c1)OCO2 (configuration not stated)	0	-2	28	-11	-8	-25	-19	0.4
O=C(COC(=O)c1ccco1)Nc1ccc(Cl)cn1	-4	-3	10	10	-16	6	-13	0.1
Nc1cc(=O)[nH]c(SCC(=O)Nc2ncc(C(F)(F)F)cc2Cl)n1	-1	-1	5	-4	19	6	-9	-0.9
CC(=O)Nc1ccc(N2C(=O)c3cccc(NC(C)=O)c3C2=O)cc1	-2	-1	13	-4	-7	-7	-9	-1.6
Cc1cccc2c1[nH]c1nc(N/N=C\c3ccco3)nnc12	-1	1	7	14	20	5	12	4.5
Cc1cc(C)nc(Nc2n[nH]c(-c3ccc(C(C)(C)C)cc3)n2)n1	-3	3	1	-108	7	-5	-47	7.1
O=C(CC(=O)NCc1ccccc1)NCc1ccccc1	0	2	-2	3	11	6	5	-1.7
Cc1sc2nc(SCC(N)=O)n(-c3ccccc3)c(=O)c2c1C	-3	7	7	9	5	-8	9	-0.4
CC1CCCCN1C(=O)C12CCC(C)(/C(=N/O)C1)C2(C)C (configuration not stated)	-3	-1	20	-4	22	10	9	-1.3
Cc1ccc(NC(=O)N2CCC(c3nc4c(nnn4Cc4c(F)cccc4Cl)c(=O)[nH]3)CC2)cc1	0	-6	-1	24	6	11	0	-1.3
Cc1ccc2nc(C3CCN(C(=O)NCc4ccccc4)CC3)[nH]c2c1	-1	3	-3	-4	-6	-3	-3	-0.3
CSc1ccc(/C=C/C(=O)OCC(=O)N2CCc3ccccc32)cc1	-4	-4	-1	8	8	12	3	-1.9
O=C(NC(=S)Nc1cccc(F)c1)c1cccc([N+](=O)[O-])c1	-6	0	54*	-20	18	38	-8	0.2
COc1ccc(NC(=O)CN(C)C(=O)C(Sc2ccccc2)c2ccccc2)cc1 (configuration not stated)	-4	-1	27	9	16	0	-3	-0.6
COc1ccccc1CNC(c1ccccc1)c1ccccc1	-3	-5	13	-17	4	3	1	0.0
Cc1ccc2cc(CN(CCN(C)C)C(=S)Nc3ccccc3)c(=O)[nH]c2c1C	1	1	36	-1	19	-5	1	0.8
COC(=O)c1ccc(SCc2cnc(Cl)s2)cc1	-2	2	24	23	-9	-7	-22	-1.6
CC1Cc2ccccc2N1C(=O)Cn1c(=O)oc2cc(S(=O)(=O)N3CCCCC3)ccc21 (configuration not stated)	-1	-1	10	2	31	-33	3	-2.5
C(#Cc1ccc(C#CCN2CCOCC2)cc1)CN1CCOCC1	-2	3	-5	15	5	-5	11	0.1
COC(=O)C1=C(C)N(Cc2ccccc2)C(=NCC(C)C)N[C@H]1c1ccccc1	5	2	4	-9	30	-31	6	1.1
CCOC(=O)c1[nH]c(C)c(C(=O)N2CCN(c3cccc(Cl)c3)CC2)c1C	-3	1	34	16	16	-10	6	-1.8
O=C1CCC/C1=C/Nc1ccc2c(c1)OCO2	0	0	14	0	-9	5	-23	0.5
COc1cc(C2=Nc3ccc(Br)cc3C(c3ccccc3)N2CC(=O)NN)cc(OC)c1OC (configuration not stated)	-4	-1	4	20	7	17	4	-0.4
CCc1cc2c(nc1CC)CCN(CC/C(C)=N/O[C@@H](C)c1cc(-c3c(C)cc(C)cc3C)no1)C2	4	-3	19	2	17	-34	1	1.3
CC(C)CCNC(=O)CN(C(=O)CCC(=O)Nc1ccccn1)c1ccc(F)c(Cl)c1	-3	6	13	-11	28	-10	-6	-0.2
O=C(COc1ccccc1)NCC1(N2CCCCC2)CCCCC1	-3	-1	7	-11	16	20	-10	2.0
O=C(O)CCCC(=O)OCCCCc1cccs1	-4	0	6	12	14	19	0	-0.6

Limited to Jurkat NFkB inh, Mdm2-MdmX inh and CHOP UPR activ (2 entries from above):
molecule | Jurkat NFkB inh | Mdm2-MdmX inh | CHOP UPR activ
Cc1ccc2nc(C3CCN(C(=O)NCc4ccccc4)CC3)[nH]c2c1 | -3 | -6 | -0.3
O=C(O)CCCC(=O)OCCCCc1cccs1 | 0 | 14 | -0.6

Full records, looked up by structure. Values in the order: APJ agonist, UPR XBP1 act, tim23-1 inh, 697 NFkB inh, Mdm2-MdmX inh, APJ antagonist, Jurkat NFkB inh, CHOP UPR activ
COC(=O)c1ccc(SCc2cnc(Cl)s2)cc1 as listed: -2, 2, 24, 23, -9, -7, -22, -1.6
CCc1cc2c(nc1CC)CCN(CC/C(C)=N/O[C@@H](C)c1cc(-c3c(C)cc(C)cc3C)no1)C2 as listed: 4, -3, 19, 2, 17, -34, 1, 1.3
CC(C)CCNC(=O)CN(C(=O)CCC(=O)Nc1ccccn1)c1ccc(F)c(Cl)c1 as listed: -3, 6, 13, -11, 28, -10, -6, -0.2

(list continues)
SMILES	APJ agonist	UPR XBP1 act	tim23-1 inh	697 NFkB inh	Mdm2-MdmX inh	APJ antagonist	Jurkat NFkB inh	CHOP UPR activ
COc1ccc(C(=O)Nc2cccc(-c3ccc(N4CCOCC4)nn3)c2)cc1OC	8	-1	-6	-23	4	-15	-54	6.6
O=C(Oc1coc(CSc2nnc(NC(=O)c3cccs3)s2)cc1=O)c1ccccc1	-2	-4	6	2	6	-2	-6	-1.2
Cc1ccc2nc(N3CCN(S(=O)(=O)c4ccc5c(c4)OCCO5)CC3)c(C#N)cc2c1	-1	0	19	10	18	-6	17	-0.2
c1ccc(-c2cc(-c3ccccc3)n3ncnc3n2)cc1	-2	2	46	15	-5	10	-2	0.2
Cc1ccc2nc(NCc3ccc(F)cc3)c3nncn3c2c1	0	0	17	-7	-8	2	13	-0.1
CC(=O)NC1CCCN(O)C(=O)/C=C(\C)CCOC(=O)C(NC(C)=O)CCCN(O)C(=O)/C=C(\C)CCOC(=O)C(NC(C)=O)CCCN(O)C(=O)/C=C(\C)CCOC1=O (configuration not stated)	-3	-2	-13	15	14	7	-22	0.7
CCOC(=O)C1=C(N)Oc2cc(O)ccc2C1c1cccnc1 (configuration not stated)	-2	4	2	12	24	-18	-4	-0.3
Cc1ccc2[nH]c(C(=O)N3CCCCC3)cc2c1	0	1	26	-65	-50	19	-54	4.0
O=C(/C=C/c1ccccc1)Oc1ccccc1C(=S)N1CCOCC1	-3	-5	42	-10	-3	2	1	0.3
O=C(c1ccccc1-c1ncc[nH]1)N1CCc2c([nH]c3ccccc23)C1c1ccccn1 (configuration not stated)	-2	-2	21	3	-30	-9	-1	-0.2
Cc1cc2ccccn2c1C(=O)Nc1ccc(Cl)cc1	-3	1	8	-34	-25	9	-38	1.5
CCOC(=O)CC(NC(=O)c1cc2cccc(OC)c2oc1=O)c1cccc([N+](=O)[O-])c1 (configuration not stated)	-3	-1	12	-33	-24	-10	-3	-0.5
Cc1cc(NC(=O)c2ccccc2F)n(-c2nc3ccccc3[nH]2)n1	-2	6	13	6	31	33	9	3.6
Cc1ccc(N=Cc2cc3c(cc2O)OC(N)=C(C#N)C3c2ccccc2)cc1 (configuration not stated)	-2	-3	22	8	17	-11	7	5.4
